AmpC detergent: inhibitors of E. coli AmpC beta-lactamase with detergent; P00811; Potency, µM (highest dose often 114 µM), inactives show top-dose activity change, negative = inhibition, most hits filed as inhibitors; AmpC hydrolysis of nitrocefin, absorbance 480 nm, 0.01% Triton; 0.041% of 370,000 active;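 note: potency is the fitted concentration of half-maximal effect; 0% = no-compound wells and -100% = no-enzyme wells; nearly all actives have a fitted effect of over 25% in size; some results filed as inactive show a strong effect at the top dose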
Target sequence (P00811 whole entry, looked up): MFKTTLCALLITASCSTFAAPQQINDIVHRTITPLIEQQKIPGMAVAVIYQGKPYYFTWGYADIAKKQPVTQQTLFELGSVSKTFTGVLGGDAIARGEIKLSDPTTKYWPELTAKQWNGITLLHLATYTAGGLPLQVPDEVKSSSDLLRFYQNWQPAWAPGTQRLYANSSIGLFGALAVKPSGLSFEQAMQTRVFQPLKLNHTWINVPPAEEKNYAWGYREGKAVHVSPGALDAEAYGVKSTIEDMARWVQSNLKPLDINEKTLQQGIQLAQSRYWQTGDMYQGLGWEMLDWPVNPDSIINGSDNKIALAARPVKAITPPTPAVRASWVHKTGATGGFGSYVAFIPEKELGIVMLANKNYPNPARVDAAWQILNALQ
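AmpC (5.3 nM in the dispensed reagent) in 20 mM phosphate pH 7.0 with 0.01% (detergent screen) or 0.0001% Triton X-100 was preincubated with compounds for 15 min at room temperature. Nitrocefin was then added from an 800 uM solution, and hydrolysis was followed at 480 nm.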
Giardia FBPA inh: Giardia lamblia aldolase inhibition | A8B2U2 | purified Giardia FBPA | Potency, µM (highest dose often 59.6 µM), without a hit: at the top dose activity, negative = inhibition, hits mostly inhibitors | 0.71% of 290,000 active; note: potency is the fitted concentration of half-maximal effect; nearly all actives have a fitted effect of over 55% in size
Target sequence (A8B2U2 whole entry, looked up): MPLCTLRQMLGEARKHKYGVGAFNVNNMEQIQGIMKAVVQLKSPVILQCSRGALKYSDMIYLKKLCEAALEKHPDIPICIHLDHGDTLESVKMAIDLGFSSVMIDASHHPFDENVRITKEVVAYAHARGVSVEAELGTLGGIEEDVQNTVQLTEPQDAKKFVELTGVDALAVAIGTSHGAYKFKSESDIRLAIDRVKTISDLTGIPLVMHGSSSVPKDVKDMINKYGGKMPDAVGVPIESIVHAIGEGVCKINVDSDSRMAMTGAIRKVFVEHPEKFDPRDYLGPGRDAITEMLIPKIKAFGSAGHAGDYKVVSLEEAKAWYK
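40 nM FBPA preincubated 10 min at RT with compound (up to 57.5 uM final), then substrate plus GAPDH/TPI/NAD/arsenate coupling and diaphorase/resazurin added. Fluorescence read after 20 min at RT, 525/598 nm.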
Sm TGR block: S. mansoni TGR enzyme inhibition. Q962Y6. purified TGR, DTNB reduction, TNB absorbance 405 nm. Potency, µM (doses to about 114 µM), without a hit: at the top dose activity change, negative = inhibition, most hits filed as inhibitors. 3% of 360,000 active; note: potency is the fitted concentration of half-maximal effect; nearly all actives have a fitted effect of over 60% in size
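TGR 20 nM + NADPH 100 uM (dispensed conc.), cpd preinc 15 min RT; start with NADPH (500 uM addition) then DTNB (15 mM addition). Kinetic TNB absorbance, 405 nm filter. Four-parameter Hill fit across titration.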
AmpC no deterg: AmpC beta-lactamase inhibition without detergent. P00811. AmpC nitrocefin hydrolysis, absorbance 480 nm, 0.0001% Triton. Potency, µM (top dose mostly 57.1 µM), inactives show at the highest dose activity change, negative = inhibition, hits mostly inhibitors. 0.52% of 330,000 active;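 note: potency is the fitted concentration of half-maximal effect; plate controls were no compound for no effect and no enzyme for full effect; nearly all actives have a fitted effect of over 20% in size; some results filed as inactive show a strong effect at the top dose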
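AmpC (5.3 nM in the dispensed reagent) in 20 mM phosphate pH 7.0 with 0.01% (detergent screen) or 0.0001% Triton X-100 was preincubated with compounds for 15 min at room temperature. Nitrocefin was then added from an 800 uM solution, and hydrolysis was followed at 480 nm.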
HCMV antiviral: blocks human cytomegalovirus replication | HFF cells, HCMV-luciferase reporter, 72 h; stronger effect = lower value | activity change, negative = inhibition, % at 57.5 µM | 4.5% of 410,000 active | AID 1259415; in the data active = activity change below about -60%; inconclusive = no clear call, values can overlap the other calls; inactive = above about -39%
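Luciferase read-out from HCMV-luciferase-infected HFFs (MOI 1 PFU/cell) 72 h post infection at 37C; compounds added after 16 h cell attachment; activity normalized between buffer-only basal and Salinomycin (10uM) inhibitor controls.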
HCV inh: blocks hepatitis C virus | Huh7.5.1 HCVcc-Cre infection, luciferase reporter, 44 h | Potency, µM (series often up to 41.8 µM), for the others: at the highest dose activity change, negative = inhibition, usual class: inhibitors | 3.4% of 340,000 active; note: potency is the fitted concentration of half-maximal effect
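A cell-based infection assay in which seeded cells (1,000 per well) receive test compound after 4 h, are inoculated with HCVcc-Cre at approximately 0.5 moi, and are incubated 44 h before luminescence detection.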
Numbers without * were called inactive; ? = inconclusive; . = not tested or not shown; [ ] = dose if it differs, or a comment. Unless noted, calls come from the whole dose curve; as a rule, active = well fitted curve in the direction sought with a large enough effect; inconclusive = small, poorly fitted or top-dose-only effect, or another doubt; inactive = no such curve, though single readings can be large; an effect the other way counts as inactive or inconclusive. Unless noted, % is set by controls: 0 for no effect and ±100 for the full control effect.

structure,AmpC detergent,Giardia FBPA inh,Sm TGR block,AmpC no deterg,HCMV antiviral,HCV inh
COC(=O)Cn1c(C)nc2ccccc21,2.1%,0.7%,-7.1%,-9.6%,1.3,-2.6%
COc1ccc(Cc2nc3c4c(ncn3n2)Oc2ccc3ccccc3c2C4c2ccc(OC)c(OC)c2)cc1 (stereo not drawn),-3.8%,-1.8%,-1.9%,-6.9%,-14.9,?
Cc1nnc(NC(=O)c2cccc(Br)c2)s1,-9.1%,-0.4%,6.8%,-12.1%,80.6,8.9%
O=c1cc2nc(-c3ccccc3)nc(SCCOc3ccc(Cl)cc3)n2[nH]1,-0.8%,.,0.9%,.,5.2,.
O=C(Nc1ccc(OC(F)(F)F)cc1)c1nc2ccccc2nc1N1CCCCC1,-7.5%,.,0.4%,.,11.4,.
COc1nc(Cc2ccc(Cl)cc2)nc2ccccc12,1.4%,0.6%,0.3%,-6.2%,?,-9.3%
COc1ccc(OC)c(NC(=O)CCN2CCCC(C)C2)c1 (stereo not drawn),-10.1%,-28.0%,1.2%,-13.3%,51.9,?
Nc1ccccc1Oc1c(F)c(F)c(Oc2ccccc2N)c(F)c1F,-8.0%,-0.7%,8.0%,-25.4%,-23.1,?
O=c1ccc(-c2ccccc2)nn1Cc1c(F)cccc1Cl,14.0%,.,8.1%,.,-20.1,.
Cc1ccc(-c2nnn(CC(=O)N(CCN3CCOCC3)C(C(=O)NC(C)(C)C)c3ccco3)n2)cc1 (stereo not drawn),-5.3%,-1.5%,.,169.2%[activator],-31.6,-5.1%
CCNc1nc(N)nc(Oc2ccc(C(=O)OC)cc2)n1,?,7.7%,-5.2%,-7.2%,16.3,?
Cc1cc(C(=O)COC(=O)c2ccc(Br)o2)c(C)n1C,-4.1%,-5.8%,-0.1%,-11.7%,?,16.2%
C=CCC[C@H](Cc1ccc(F)cc1)C(=O)OC[C@@H](Cc1c[nH]c2ccccc12)NC(=O)[C@H](CC=C)CC(=O)NCCO,.,.,.,297.4%[activator],6.2,-6.8%
O=S(=O)(c1cccs1)N1CCN(CC(O)COC2CCCc3ccccc32)CC1 (stereo not drawn),-12.6%,?,-3.9%,23.8%,7.6,-7.2%
COCCn1c(SCCN2CCCCC2)nc2ccccc2c1=O,-8.4%,-14.3%,0.0%,-5.9%,4.2,12.2%
COc1ccccc1/C=C/CN1CCCC(CCC(=O)NCc2ccc(F)c(F)c2)C1 (stereo not drawn),-0.5%,-0.3%,0.0%,86.4%[activator],?,?
Cc1cc(=O)oc2ccc(OCC(=O)N3CCc4ccccc43)cc12,?,-9.2%,0.0%,-23.5%,128.9,-2.6%
CCN1C(=O)[C@H]2[C@H]3CN=C(SCc4ccc(C#N)cc4)N3[C@@](Cc3ccccc3)(C(=O)OC)[C@H]2C1=O,.,.,.,194.2%[activator],13.5,-8.2%
CC1CC(CC(=O)NC(=S)Nc2ccccc2Cl)C(=O)O1 (stereo not drawn),0.5%,-8.7%,.,-14.6%,4.2,-6.4%
COc1ccc(NC(=O)/C(=C/c2ccc(OC(C)=O)c(OC)c2)NC(C)=O)cc1,?,0.9%,?,0.7%,35.4,-4.9%
CSc1nnnn1-c1ccc(C(=O)O)cc1,0.6%,-3.7%,0.0%,-16.2%,-23.3,-0.8%
CSCC[C@H](NC(=O)C1CCN(C(=O)[C@@H](N)Cc2ccccc2)CC1)C(=O)O,1.0%,-8.0%,-25.7%,-17.3%,22.0,-1.8%
CCOC(=O)N1CCN(C(=O)/C(=C/c2ccc(OC)c(OC)c2)NC(=O)c2ccccc2)CC1,-4.9%,-0.1%,0.0%,48.2%,?,17.0%
COc1ccccc1N1C(=O)S/C(=C\c2cc(C)n(C)c2C)C1=O,-3.5%,-12.8%,?,20.6%,22.6,?
COCCSc1nnc(NC(=O)C2CC(=O)N(c3ccc(OC)cc3)C2)s1 (stereo not drawn),-1.0%,5.5%,-1.4%,-16.3%,-7.8,22.7%

As a short view, two of the compounds above.
structure,AmpC detergent,Giardia FBPA inh,Sm TGR block,AmpC no deterg,HCMV antiviral,HCV inh
COC(=O)Cn1c(C)nc2ccccc21,2.1%,0.7%,-7.1%,-9.6%,1.3,-2.6%
COc1ccc(Cc2nc3c4c(ncn3n2)Oc2ccc3ccccc3c2C4c2ccc(OC)c(OC)c2)cc1 (stereo not drawn),-3.8%,-1.8%,-1.9%,-6.9%,-14.9,?

Just AmpC detergent and AmpC no deterg, for four of the compounds above:
canonical_smiles | AmpC detergent | AmpC no deterg
COc1ccc(NC(=O)/C(=C/c2ccc(OC(C)=O)c(OC)c2)NC(C)=O)cc1 | ? | 0.7%
CSc1nnnn1-c1ccc(C(=O)O)cc1 | 0.6% | -16.2%
CSCC[C@H](NC(=O)C1CCN(C(=O)[C@@H](N)Cc2ccccc2)CC1)C(=O)O | 1.0% | -17.3%
CCOC(=O)N1CCN(C(=O)/C(=C/c2ccc(OC)c(OC)c2)NC(=O)c2ccccc2)CC1 | -4.9% | 48.2%

(more compounds)
structure,AmpC detergent,Giardia FBPA inh,Sm TGR block,AmpC no deterg,HCMV antiviral,HCV inh
O=c1c2cc(N3CCOCC3)ccc2[nH]c(=S)n1CCCN1CCCC1,-11.4%,-18.0%,-33.2%,26.3%,1.7,10.2%
O=C(NCCCNCCCNC(=O)c1ccccn1)c1ccccn1,?,-9.9%,14.8%,-16.6%,27.4,1.9%
Cc1ccc(C)n1-c1ccsc1C(=O)CC#N,?,?,-21.8%,-32.1%,-13.6,?
CCC(=O)Nc1c(C(=O)N2CCN(c3ccccn3)CC2)cnn1-c1ccc(Cl)cc1,-7.4%,-3.7%,-15.4%,6.6%,-15.0,8.8%
CCCC1(C(=O)OCC)NC(c2ccc(N(C)C)cc2)C2C(=O)N(c3ccccc3)C(=O)C21 (stereo not drawn),-3.7%,3.1%,-16.5%,36.1%,31.1,7.6%
OC(Cn1cncn1)c1ccc(Cl)cc1Cl (stereo not drawn),-12.7%,0.8%,0.0%,1.0%,19.5,18.6%
CC(=O)Nc1ccc(S(=O)(=O)NNC(=O)CCc2ccccc2)cc1,-2.3%,4.1%,-0.4%,-25.1%,6.1,12.7%
CCn1ccc2cc(S(=O)(=O)N3CCCN(C(=O)NCC(C)C)CC3)ccc21,12.4%,.,-9.6%,.,8.9,.
O=C(Nc1ccccc1)c1cccnc1N1CCOCC1,?,2.4%,6.3%,-16.7%,-19.8,15.3%
O=C(c1cn(-c2ccccc2)nc1-c1cccnc1)N1CCN(S(=O)(=O)c2ccccc2F)CC1,7.3%,.,0.0%,0.8%,-1.1,-0.3%
COc1ccc(C(=O)N2CCNC(=O)C2CC(=O)Nc2cccc(Cl)c2Cl)cc1 (stereo not drawn),10.1%,-1.8%,11.1%,66.1%[activator],5.2,23.3%
O=C(CCC(=O)OCC(=O)c1ccc(Br)cc1)NC1CCCCC1,1.0%,5.4%,1.1%,1.6%,-18.1,15.2%
C/C(=N\N1CCN(Cc2ccc(C)cc2)CC1)c1ccco1,-1.0%,3.0%,2.6%,-4.0%,-29.7,-0.7%
CCS(=O)(=O)c1nc(S(=O)(=O)c2ccc(C)cc2)c(NC)s1,1.5%,.,-9.2%,.,-4.1,.
COc1cc2ccccc2cc1C(=O)NC1CCCC1,.,.,.,-2.1%,?,?
Cc1cc(C)nc(NC(=O)CSc2nc3ccccc3s2)n1,-3.6%,-2.9%,-1.3%,-6.5%,118.7,8.2%
CSc1ncc(C(=O)N2CCN(c3ccc(Cl)cc3)CC2)c(C)n1,12.9%,.,-1.9%,.,-25.2,.
CCc1nnc(NC(=O)CSc2nnc(Cc3cc(=O)[nH]c(=O)[nH]3)n2-c2cccc(OC)c2)s1,3.8%,-14.2%,8.7%,-2.1%,-11.3,19.2%
C=CCNc1ncnc2c1cnn2-c1ccc(Cl)cc1,-12.0%,-1.4%,-15.4%,-17.1%,145.2,-17.7%
COc1ccc(N2C(=O)NC(=O)/C(=C\c3cn(CC(=O)N4CCOCC4)c4ccccc34)C2=O)c(OC)c1,?,-5.2%,-27.9%,135.1%[activator],62.8,2.7%
CCOc1ccc2ccccc2c1C1NC(=O)N(C)C(C)=C1C(=O)OCCOC (stereo not drawn),-8.6%,-2.1%,-12.9%,36.1%,0.0,-7.7%
N=c1n(-c2ccccc2)c(O)cc(=O)n1-c1ccccc1,-9.2%,-4.2%,-13.9%,-28.6%,24.2,23.0%
Cc1ccc(NC(=O)c2oc3ccc(S(=O)(=O)N(C)C4CCCCC4)cc3c2C)cc1Cl,-0.1%,.,-0.3%,.,-24.3,.
CCOC(=O)CNC(=O)Nc1nnc(-c2ccc(OCC)cc2)o1,-13.6%,15.2%,-0.1%,-22.2%,48.9,2.1%
CC(C)NC(=O)C(C)n1cccc1C(=O)c1ccccc1 (stereo not drawn),-2.3%,3.0%,27.3%,-6.9%,-16.9,4.5%
CCOC(=O)c1c(C)oc2c1cc(NS(=O)(=O)c1ccc(C)cc1)c1ccccc12,6.9%,.,-1.1%,.,28.9,.
CCOc1ccc(C(C)=O)cc1COC(=O)CCc1cc(OC)c(OC)c(OC)c1,1.1%,10.3%,-25.1%,89.6%[activator],25.0,?
C=CCOc1ccc(CNCCc2ccc(S(N)(=O)=O)cc2)cc1,1.1%,-0.7%,-3.0%,-34.2%,13.0,-19.8%
CC(=O)c1c[nH]c(C(=O)NCc2cccc(C(F)(F)F)c2)c1,8.1%,0.1%,31.2%,2.6%,-3.0,5.0%
Cc1ccc(F)c([C@H]2[C@@H]3C=CCC[C@@]3(C)C(=O)N2Cc2ccccc2)c1,0.8%,11.2%,?,57.4%,8.6,-9.7%
COc1c(Cl)cc(C(=O)N(Cc2ccccc2F)C2CCS(=O)(=O)C2)cc1Cl (stereo not drawn),12.3%,.,15.1%,.,-5.2,.
COC(=O)c1cn(C(C)C(=O)NCc2ccco2)c2ccccc12 (stereo not drawn),3.6%,2.5%,8.4%,-5.2%,40.4,?
O=C(CN1CCN(c2ccc(F)cc2)CC1)c1ccc2c(c1)OCO2,-1.1%,-8.1%,44.7µM*,-24.4%,7.9,3.4%
CCN(CC)CCCNC(=S)N1CCn2c(nc3ccccc32)C1,2.7%,5.3%,2.5%,-13.6%,-17.5,4.6%
Cc1cc(N2CCOCC2)nc(-c2ccc([N+](=O)[O-])cc2)n1,-3.3%,0.0%,12.0%,-31.2%,36.7,?
CC(C)CNC(=O)C(=O)Nc1c2c(nn1-c1ccccc1)CS(=O)(=O)C2,-0.7%,.,-2.1%,.,-2.2,.

Screening results from PubChem BioAssay.
